High-throughput results: PubChem BioAssay, National Center for Advancing Translational Sciences (NCATS)
HP1b binding inh – HTS for Inhibitors of HP1-beta Chromodomain Interactions with Methylated Histone Tails. Potency, µM (top dose mostly 114 µM), without a hit: at the top dose activity change, negative = inhibition, most hits filed as inhibitors. AID 540317, 2011. AlphaScreen HP1-beta / biotin-H3K9me3 peptide binding. actives 0.56% (n = 390,000); further: nearly all actives have a fitted effect of over 70% in size; inactives centre near 23
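HP1-beta protein (50 nM final) preincubated 30 min at room temperature with biotinylated H3(1-18)K9me3 peptide (50 nM) in PBS pH 7.4, 0.01% Tween-20, then compound added for 30 min. AlphaScreen streptavidin donor/nickel chelate acceptor beads (10 ug/mL final), 30 min dark, luminescence read.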
ERG-DNA inh – qHTS for Small Molecule Inhibitors of the ERG Ets/DNA interaction. fluorescence polarization, His-ERG Ets domain / labelled DNA. Potency, µM (highest dose often 76.9 µM), inactives show at the top dose FP activity, negative = inhibition, actives largely listed as inhibitors. actives 0.028% (n = 370,000); active means well fitted inhibition curve with a large enough effect in the polarisation, with a control signal flat; inconclusive means small, poorly fitted or top-dose-only effect, or effect the other way, or a change in a side signal; inactive means no such curve, though single readings can be large or run the other way; the % refers to the polarisation;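 further: polarization taken with two DNA probes labelled with fluorescein and Texas red; % of control where 0% means no effect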
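His-tagged ERG Ets domain (1 uM in the protein solution; 300mM KCl, 50mM Tris-HCl, 1mM EDTA, 1mM DTT, pH 7.5) received compound, then a probe mix of 5 nM fluorescein-DNA and 100nM Texas-615-DNA. Fluorescence polarization was read for both dyes.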
12-LOX inh – Primary qHTS assay for inhibitors of human arachidonate 12S-lipoxygenase (ALOX12): Round 2. actives 1.1% (n = 580,000). purified 12hLO, xylenol orange hydroperoxide absorbance. Potency, µM (highest dose often 108 µM), without a hit: top-dose activity change, negative = inhibition, usual class: inhibitors; further: on the % scale 0 is the no-effect control and ±100 the full control effect
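Purified human 12hLO (150 nM final) in 25 mM Hepes, 0.01% Triton X-100, pH 7.0 was preincubated 15 min at room temperature with compound. Then 40 uM arachidonic acid was added, 30 min. Hydroperoxide was read by Fe-XO absorbance ratio 573/405 nm.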
GLS inhibitor – qHTS for Inhibitors of Glutaminase (GLS) | Potency, µM (highest dose often 45.5 µM), for inactives: at the highest dose activity change, negative = inhibition, usual class: inhibitors | actives 0.21% (n = 410,000) | GLS enzymatic activity, qHTS titration | Glutaminase kidney isoform, mitochondrial (Homo sapiens), O94925; further: on the % scale 0 is the no-effect control and ±100 the full control effect
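Read-out is an Amplex red fluorescence increase coupled through glutamate oxidase and HRP, measured before and after 30 min room-temperature incubation. hKGA is in 45 mM KH2PO4 (pH 8.2) with 0.02% Tween-20; glutamine added as 1mM solution.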
RGS4 inh – Inhibitors of Regulator of G Protein Signaling (RGS) 4: qHTS. Transcreener GDP fluorescence polarization, RGS4-accelerated GTP hydrolysis. Potency, µM (series often up to 114 µM), inactives show top-dose activity change, negative = inhibition, hits mostly inhibitors. actives 0.039% (n = 390,000). AID 504845, 2011; further: on the % scale 0 is the no-effect control and ±100 the full control effect; nearly all actives have a fitted effect of over 75% in size; some results filed as inactive show a strong effect at the top dose
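MLSMR compounds (23 nl, pin-transferred) preincubated 10 min at room temperature with a 500nM (2x) first reagent, then RGS4 at 900nM (2x) plus Transcreener GDP mix added; fluorescence polarization (620/688 nm) read before and after 90 min at 30 °C.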
rTrxR1 inhibitor – qHTS Assay for Inhibitors of Mammalian Selenoprotein Thioredoxin Reductase 1 (TrxR1): qHTS. Potency, µM (doses to about 114 µM), without a hit: at the top dose activity change, negative = inhibition, most hits filed as inhibitors. recombinant rTrxR1, NADPH fluorescence consumption, selenite substrate. Thioredoxin reductase 1, cytoplasmic (Rattus norvegicus), O89049. AID 588453, 2011. actives 1% (n = 390,000); further: on the % scale 0 is the no-effect control and ±100 the full control effect; nearly all actives have a fitted effect of over 65% in size
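Rat TrxR1 (90 nM in the dispensed reagent) was pre-reduced with 400 uM NADPH for 5 min at room temperature, then incubated with compound for 15 min. After 400 uM selenite was added, NADPH fluorescence (Ex 340/Em 450 nm) was followed for 8 min.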
Tb PGK inh – qHTS Assay to Find Inhibitors of Phosphoglycerate Kinase. AID 602233, 2012. PGK/GAPDH coupled, Kinase-Glo luminescence, 60 min. actives 0.043% (n = 380,000). Potency, µM (highest dose often 57.5 µM), inactives show top-dose activity change, negative = inhibition, hits mostly inhibitors. Phosphoglycerate kinase, glycosomal (Trypanosoma brucei brucei), P07378; further: on the % scale 0 is the no-effect control and ±100 the full control effect; nearly all actives have a fitted effect of over 60% in size
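Luminescent ATP detection (Kinase-Glo Plus) follows a 60-minute room-temperature incubation, with wells lacking PGK as controls. Buffer: 100 mM TEA (pH 7.6), 5 mM MgCl2, 0.01% Tween-20. Coupling enzyme GAPDH (100 nM final) supplies unstable 1,3-BPG in-well.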
Pin1 inh – qHTS Assay to Find Inhibitors of Pin1 | Peptidyl-prolyl cis-trans isomerase NIMA-interacting 1 (Homo sapiens), Q13526 | Pin1 FP peptide displacement, HiFluor488, 10 min | Potency, µM (highest dose often 115 µM), without a hit: at the top dose activity, negative = inhibition, most hits filed as inhibitors | actives 0.009% (n = 390,000) | AID 504891, 2011; active means well fitted inhibition curve with a large enough effect in the polarisation, with a control signal flat, not every such curve was filed as active; inconclusive means small, poorly fitted or top-dose-only effect, or effect the other way, or a change in a side signal; inactive means no such curve, though single readings can be large or run the other way; the % refers to the polarisation; further: on the % scale 0 is the no-effect control and ±100 the full control effect
JMJD2A Tudor – qHTS Assay for Inhibitors of JMJD2A-Tudor Domain. Lysine-specific demethylase 4A (Homo sapiens), O75164. AlphaScreen JMJD2A-Tudor / H3K4me3 peptide binding. Potency, µM (doses to about 114 µM), without a hit: at the highest dose activity change, negative = inhibition, actives largely listed as inhibitors. actives 4.4% (n = 390,000). AID 504339, 2011; further: on the % scale 0 is the no-effect control and ±100 the full control effect; nearly all actives have a fitted effect of over 50% in size
Target sequence (O75164 whole entry, looked up, the tested form may be a part): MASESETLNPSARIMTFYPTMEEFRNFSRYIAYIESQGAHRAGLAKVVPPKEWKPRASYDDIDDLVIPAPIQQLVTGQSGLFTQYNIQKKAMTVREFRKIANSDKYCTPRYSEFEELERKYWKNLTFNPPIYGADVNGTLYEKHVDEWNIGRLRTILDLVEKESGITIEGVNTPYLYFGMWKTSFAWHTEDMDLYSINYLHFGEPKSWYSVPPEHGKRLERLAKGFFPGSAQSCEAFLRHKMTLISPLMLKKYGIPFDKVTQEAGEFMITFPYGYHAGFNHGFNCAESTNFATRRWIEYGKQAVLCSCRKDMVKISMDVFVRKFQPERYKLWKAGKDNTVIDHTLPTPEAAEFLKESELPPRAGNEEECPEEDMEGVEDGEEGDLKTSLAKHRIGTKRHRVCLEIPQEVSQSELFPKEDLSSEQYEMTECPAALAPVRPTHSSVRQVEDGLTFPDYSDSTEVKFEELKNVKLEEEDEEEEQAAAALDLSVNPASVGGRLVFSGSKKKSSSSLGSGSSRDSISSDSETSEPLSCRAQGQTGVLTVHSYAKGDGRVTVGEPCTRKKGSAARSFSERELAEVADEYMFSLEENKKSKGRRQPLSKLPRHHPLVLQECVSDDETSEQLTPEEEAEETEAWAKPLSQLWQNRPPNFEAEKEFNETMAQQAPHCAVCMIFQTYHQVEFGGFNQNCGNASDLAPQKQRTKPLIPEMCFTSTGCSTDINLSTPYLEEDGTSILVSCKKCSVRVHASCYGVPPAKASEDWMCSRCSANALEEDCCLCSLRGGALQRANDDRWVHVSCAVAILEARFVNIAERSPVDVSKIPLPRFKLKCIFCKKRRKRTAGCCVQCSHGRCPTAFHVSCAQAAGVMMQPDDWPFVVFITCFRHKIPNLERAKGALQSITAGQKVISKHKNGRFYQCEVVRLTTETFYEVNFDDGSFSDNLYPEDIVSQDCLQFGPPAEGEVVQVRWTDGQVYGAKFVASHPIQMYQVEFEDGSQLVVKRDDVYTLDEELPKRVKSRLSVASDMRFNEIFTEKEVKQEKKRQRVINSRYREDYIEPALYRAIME
The depositor's hits bear a star; i = inactive; ? = inconclusive; · = not tested or not shown; [ ] = dose if it differs, or a comment. Unless noted, the call rests on the fitted dose curve; in most records, active means well fitted curve in the direction sought with a large enough effect; inconclusive means small, poorly fitted or top-dose-only effect, or another doubt; inactive means no such curve, though single readings can be large; an effect the other way counts as inactive or inconclusive. Potency means the concentration at half of the fitted maximal effect.

HP1b binding inh	12-LOX inh	RGS4 inh	Tb PGK inh	JMJD2A Tudor	GLS inhibitor	rTrxR1 inhibitor	ERG-DNA inh	Pin1 inh	SMILES
143%[activator]	-17%	-23%	-4%	?	-6%	6%[57.1 µM]	3%	22%	O=C(Nc1ccc2oc(-c3ccncc3)nc2c1)c1ccc(F)cc1
50%[activator]	10%	-3%	-6%	2%	-5%	-10%	0%	-5%	COc1cccc(NC(=O)Nc2nc(SC)ns2)c1
29%	3%	-1%	0%	-12%	-7%	21%	15%	1%	NC(=O)c1cccc([N+](=O)[O-])c1
23%	-5%	-1%	-1%	-16%	3%	3%	0%	1%	Cc1ccc(CNCc2cccn2-c2nnc(N3CCCC3)s2)cc1
52%[activator]	10%[57.4 µM]	1%	3%	-9%	13%	7%[57.1 µM]	-9%	3%	COc1ccc(N2C(=O)C3CCCN3C2c2ccccc2F)cc1 (stereo unspecified)
2%	?	-27%	-9%	-32%	-10%	-12%	4%	0%	S=C(/N=c1/sccn1Cc1ccccc1)NC1CC1
53%[activator]	-4%	-38%	-4%	-10%	5%	7%	5%	12%	O=C(CN1CCN(c2ccccc2)CC1)Nc1nnc(-c2ccccc2)s1
27%	-23%	4%	-8%	-12%	-5%	13%	7%	-12%	CC(=O)c1c(C)nc2ccc(Br)cc2c1C(=O)O
16%	7%	11%	-8%	-27%	2%	-1%[57.1 µM]	-4%	1%	O=C(Nc1cccc(F)c1)c1ccc(Br)o1
31%	0%	-13%	3%	-3%	0%	4%	-4%	5%	CCOC(=O)N1CCN(C(=O)c2cc(OCC)c(OCC)c(OCC)c2)CC1
20%	-14%	-7%	-3%	1%	8%	14%	-8%	-7%	Cc1ccc(C(=O)n2nc(-n3cccc3)c3c(C)cc(C)nc32)cc1
37%	-18%	-15%	-7%	-12%	-11%	15%	·	-9%	Cc1cc(C)c(S(=O)(=O)n2cnc3ccccc32)c(C)c1
10%	13%	-5%	-9%	-9%	4%	-1%	2%	-9%	Cc1cc(C)cc(NCc2cc(=O)oc3cc(-c4ccccc4)c(O)cc23)c1
32%	?	-9%	-3%	5%	7%	26%[57.1 µM]	0%	-1%	O=C(Nc1cccc(Br)c1)c1cc(S(=O)(=O)N2CCCCC2)c[nH]1
40%[activator]	0%	-12%	i	-5%	3%	12%	8%	5%	OCCC1CN(Cc2ccon2)CCN1CCc1ccccc1 (stereo unspecified)
11%	16%	7%	-3%[11.5 µM]	-35%	16%	-13%	·	4%	CC(C)(C)c1[nH]nc2c1C(c1ccc(OC(=O)c3ccco3)cc1)C(C#N)=C(N)O2 (stereo unspecified)
34%	157%[activator]	-4%	-3%	-1%	0%	-1%	-9%	4%	O=C(c1cccc(S(=O)(=O)N2CCCCC2)c1)N1CCN(S(=O)(=O)c2ccc(F)cc2)CC1
-17%	?	?	-6%	?	9%	-3%	1%	20%	CCOC(=O)/C(=N\Nc1ccc(Cl)cc1)c1csc(Nc2ccccc2)n1
41%[activator]	-22%	4%	-7%	-8%	9%	28%	·	-6%	CCC(=O)NC(c1cc(Cl)c2ccccc2c1O)C1CC1 (stereo unspecified)
63%[activator]	?	-8%[56.9 µM]	i	-11%	4%	10%	5%	-1%	COCC(C)NC(=S)NCCc1ccc(Cl)cc1Cl (stereo unspecified)

The closing three entries of the section before open the next one.
HP1b binding inh	12-LOX inh	RGS4 inh	Tb PGK inh	JMJD2A Tudor	GLS inhibitor	rTrxR1 inhibitor	ERG-DNA inh	Pin1 inh	SMILES
-17%	?	?	-6%	?	9%	-3%	1%	20%	CCOC(=O)/C(=N\Nc1ccc(Cl)cc1)c1csc(Nc2ccccc2)n1
41%[activator]	-22%	4%	-7%	-8%	9%	28%	·	-6%	CCC(=O)NC(c1cc(Cl)c2ccccc2c1O)C1CC1 (stereo unspecified)
63%[activator]	?	-8%[56.9 µM]	i	-11%	4%	10%	5%	-1%	COCC(C)NC(=S)NCCc1ccc(Cl)cc1Cl (stereo unspecified)
-4%	5%	26%	-3%	-7%	1%	24%	21%	-26%	O=C(CSc1n[nH]c(=O)n1Cc1ccco1)c1ccc(F)cc1
12%	-6%	-7%	i	-10%	1%	2%	-2%	2%	COc1ccc(OCc2cc(C(=O)NC3CCc4ccccc43)no2)c(Cl)c1 (stereo unspecified)
22%	15%	-7%	-2%	-10%	0%	16%[57.1 µM]	1%	6%	Fc1ccc(CN2CCCCCCC2)cc1
49%[activator]	-1%	9%[11.4 µM]	-5%	2%	4%	26%	7%	0%	O=C(CCCc1nc2ccccc2s1)N1CCN(c2ccccc2F)CC1
36%	143%	5%	9%	-14%	-1%	-28%	11%	7%	Cc1nc(SCC(=O)Nc2ccccc2Cl)c2c(C)c(C)sc2n1
21%	-1%	-8%	2%	-22%	5%	19%[57.1 µM]	-3%	-5%	CCC(=O)NCCc1nc(-c2ccccc2)no1
27%	-39%	-9%	6%	2%	3%	0%	27%	4%	CCC(C(=O)NCCC(C)C)N(C(=O)Cn1nnc(-c2ccc(C)cc2)n1)c1cccc(O)c1 (stereo unspecified)
-1%	?	-8%	i	-18%	4%	51%[activator]	11%	-3%	COc1ccccc1CN(C)C(=O)c1cc(-c2cc(OC)c(OC)c(OC)c2)nc2ccccc12
21%	-26%	21%	6%	-32%	11%	10%	2%	1%	CCC(=O)Nc1ccc(N2CCCCC2)c(C(=O)Nc2ccccc2C)c1
-20%	-3%	10%	-8%	?	23%	-3%	4%	-7%	CC(=O)Nc1ccc2c(c1)CN(c1cc(C)ccc1C)CO2
26%	3%	0%	7%	5%	-8%	0%	2%	-3%	Cc1cccc(NC(=O)CC2NCCNC2=O)c1 (stereo unspecified)
22%	-2%	-8%	i	-15%	12%	?	13%	0%	CC(Oc1ccc(Cl)cc1)C(=O)N(C)CC(=O)Nc1ccc(N2CCOCC2)cc1 (stereo unspecified)
17%	-9%	-12%	-7%	-10%	-4%	10%	-6%	2%	CCOc1cccc(N(C(=O)c2ccco2)C(C(=O)NC2CCCC2)c2cccnc2)c1 (stereo unspecified)
13%[57 µM]	3%	-6%	3%	-10%	-1%	9%	0%	9%	O=C(N/N=C/c1ccccc1O)c1ccc2c(c1)OCO2
18%	-13%	3%	1%	-10%	11%	1%	·	2%	COc1ccccc1NC(=O)N(O)C1(C#N)CCCCC1
28%	2%	19%	-2%	-2%	-5%	4%	7%	6%	CC(=O)N1CCC(N(Cc2ccc(C)o2)C(=O)Nc2ccccc2F)CC1
9%[57 µM]	?	-24%	-3%	-29%	4%	31%[57.1 µM]	-1%	0%	Cc1ccc(C2c3[nH]c4ccccc4c3CCN2C(=O)CCC2CCCC2)cc1 (stereo unspecified)
33%	2%	6%	3%	7%	3%	10%[57.1 µM]	4%	-1%	COc1ccccc1N1CCN(C2CCCN(C(=O)CCC(=O)N(C)C)C2)CC1 (stereo unspecified)
28%	3%	14%	-3%	-23%	-2%	18%	-10%	-8%	Cc1ccnc(OC(C(=O)O)C(OCCc2ccccc2)(c2ccccc2)c2ccccc2)n1 (stereo unspecified)
50%[activator]	-11%	-20%	-7%	-10%	-10%	1%	3%	0%	C[C@H](NC(=O)c1nc[nH]c1C(=O)NCCCCCNC(=O)OC(C)(C)C)C(=O)OC(C)(C)C
80%[activator]	?	-5%	-5%	24%	-2%	-9%	7%	1%	O=C(Nc1ccccn1)c1ccc2ccccc2n1

Complete entries as entered above. Screens in order: HP1b binding inh, 12-LOX inh, RGS4 inh, Tb PGK inh, JMJD2A Tudor, GLS inhibitor, rTrxR1 inhibitor, ERG-DNA inh, Pin1 inh
CC(Oc1ccc(Cl)cc1)C(=O)N(C)CC(=O)Nc1ccc(N2CCOCC2)cc1 (stereo unspecified) in the list: 22%, -2%, -8%, i, -15%, 12%, ?, 13%, 0%
O=C(CCCc1nc2ccccc2s1)N1CCN(c2ccccc2F)CC1 in the list: 49%[activator], -1%, 9%[11.4 µM], -5%, 2%, 4%, 26%, 7%, 0%
O=C(Nc1ccccn1)c1ccc2ccccc2n1 in the list: 80%[activator], ?, -5%, -5%, 24%, -2%, -9%, 7%, 1%
CC(=O)Nc1ccc2c(c1)CN(c1cc(C)ccc1C)CO2 in the list: -20%, -3%, 10%, -8%, ?, 23%, -3%, 4%, -7%
O=C(CSc1n[nH]c(=O)n1Cc1ccco1)c1ccc(F)cc1 in the list: -4%, 5%, 26%, -3%, -7%, 1%, 24%, 21%, -26%

Some of the compounds tested; count on the stated rates, not on these rows.
